Source: PubChem (National Center for Advancing Translational Sciences (NCATS))
ATXN viability = Viability Counterscreen for Primary qHTS for Inhibitors of ATXN expression. 0.49% of 400,000 active. Potency, µM (series often up to 56.7 µM), most hits filed as cytotoxic. S2 cells (HEK-293 line with an ATXN2-luciferase reporter) viability, CellTiter-Fluor protease fluorescence, 24 h; further: nearly all actives have a fitted effect of over 40% in size
MCF10A rerep = A quantitative high throughput screen for small molecules that induce DNA re-replication in MCF 10a normal breast cells | MCF 10A DNA re-replication, Hoechst nuclear intensity, 48 h | Potency, µM (series often up to 46.1 µM), inactives show top-dose activity, positive = re-replication, actives largely listed as activators | 2.9% of 350,000 active; further: % of control where 0% means no effect; nearly all actives have a fitted effect of over 50% in size
Nrf2 block = Nrf2 qHTS screen for inhibitors; Potency, µM (highest dose often 46 µM), for the others: at the highest dose activity change, negative = inhibition, actives largely listed as inhibitors; 2.1% of 360,000 active; A549 ARE-Fluc reporter, luciferase luminescence, 18-24 h; AID 504444, 2011; further: on the % scale 0 is the no-effect control and ±100 the full control effect; nearly all actives have a fitted effect of over 60% in size
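Quantitative HTS in A549 cells stably bearing an antioxidant response element-firefly luciferase construct. Inhibition of Nrf2-driven transcription was scored by luminescence after 18-24 h of compound exposure at 37 °C.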
TGFb SMAD3 inh = qHTS for Inhibitors of TGF-b | HepG2 CAGA-GFP TGF-b/SMAD3 reporter, GFP fluorescence, 18 h; TGF-beta stimulated, 500 pg/mL final | Potency, µM (doses to about 46.1 µM), without a hit: top-dose activity, negative = inhibition, actives largely listed as inhibitors | 1.2% of 410,000 active | AID 588855, 2011; further: on the % scale 0 is the no-effect control and ±100 the full control effect; nearly all actives have a fitted effect of over 65% in size
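Per well, imaged GFP fluorescence of HEPG2 CAGA-GFP cells gives the signal; cells get compound, then TGF-beta (500 pg/mL final), 18 h at 37 degrees C; %Activity versus -TGF-beta and +DMSO controls.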
EPAC2 antagonist = qHTS for Antagonist of cAMP-regulated guanine nucleotide exchange factor 2 (EPAC2): primary screen; EPAC2 GEF exchange of Rap1B-BODIPY-GDP, fluorescence; Potency, µM (titrated, usually from 114 µM), without a hit: top-dose activity, negative = inhibition, usual class: inhibitors; 0.18% of 360,000 active; AID 720708, 2013; further: on the % scale 0 is the no-effect control and ±100 the full control effect; nearly all actives have a fitted effect of over 45% in size; many of its hits are not listed in these tables
Target sequence (Q8WZA2 whole entry, looked up): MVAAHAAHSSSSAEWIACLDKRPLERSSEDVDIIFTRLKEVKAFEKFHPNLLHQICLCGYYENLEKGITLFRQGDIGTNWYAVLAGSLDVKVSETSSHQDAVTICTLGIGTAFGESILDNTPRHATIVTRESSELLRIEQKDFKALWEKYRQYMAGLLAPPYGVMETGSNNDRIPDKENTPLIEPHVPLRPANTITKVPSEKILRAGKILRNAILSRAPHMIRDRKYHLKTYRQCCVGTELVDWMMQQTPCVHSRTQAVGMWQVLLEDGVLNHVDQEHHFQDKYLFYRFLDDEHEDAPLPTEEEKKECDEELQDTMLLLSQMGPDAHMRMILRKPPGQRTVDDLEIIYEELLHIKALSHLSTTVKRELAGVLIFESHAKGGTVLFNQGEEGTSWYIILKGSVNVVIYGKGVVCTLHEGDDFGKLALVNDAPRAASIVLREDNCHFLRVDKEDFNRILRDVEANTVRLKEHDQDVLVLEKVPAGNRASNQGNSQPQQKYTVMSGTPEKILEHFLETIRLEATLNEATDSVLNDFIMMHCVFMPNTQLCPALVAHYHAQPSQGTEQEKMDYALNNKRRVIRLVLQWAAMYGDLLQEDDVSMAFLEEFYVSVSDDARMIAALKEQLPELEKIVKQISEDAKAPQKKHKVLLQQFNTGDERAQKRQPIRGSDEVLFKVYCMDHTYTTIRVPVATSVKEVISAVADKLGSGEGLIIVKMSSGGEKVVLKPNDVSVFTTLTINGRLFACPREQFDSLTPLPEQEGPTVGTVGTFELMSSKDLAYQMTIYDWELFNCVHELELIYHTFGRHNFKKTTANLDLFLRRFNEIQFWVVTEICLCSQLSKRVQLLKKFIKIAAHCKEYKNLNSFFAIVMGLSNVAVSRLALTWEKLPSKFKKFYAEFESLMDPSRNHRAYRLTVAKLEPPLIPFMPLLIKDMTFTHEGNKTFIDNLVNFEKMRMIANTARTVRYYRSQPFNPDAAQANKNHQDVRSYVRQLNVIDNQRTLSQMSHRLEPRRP
HepG2 viability = qHTS for Inhibitors of TGF-b: Cytotox Counterscreen | 0.76% of 410,000 active | Potency, µM (doses to about 46.1 µM), inactives show at the highest dose activity change, negative = cytotoxicity, actives largely listed as cytotoxic | HepG2 CAGA-GFP viability, ATP luminescence, 18 h; further: some results filed as inactive show a strong effect at the top dose
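CellTiter-Glo luminescence gave cytotoxicity after 18 hours at 37 degrees C. The cells were HepG2 CAGA-GFP in 1% FBS DMEM, stimulated with 500 pg/mL TGF-beta after compound addition. %Activity was normalised to no-cell wells (complete cell-killing) and DMSO (no toxicity), and curves were fitted and classified.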
ATXN2 expr inh = Primary qHTS for Inhibitors of ATXN expression; HEK-293 ATXN2-luciferase reporter, luminescence, 24 h; Potency, µM (top dose mostly 57 µM), inactives show at the highest dose activity change, negative = inhibition, actives largely listed as inhibitors; 0.72% of 360,000 active; AID 1745845, 2022; further: on the % scale 0 is the no-effect control and ±100 the full control effect; nearly all actives have a fitted effect of over 55% in size
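ATXN2-luciferase reporter cells (luciferase flanked by upstream and downstream ATXN2 gene portions) were treated 24 h at 37 °C with compounds at up to 57 uM. SteadyGlo luminescence gave expression; GF-AFC fluorescence gave viability.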
A549 tox = Nrf2 qHTS screen for inhibitors: counterscreen for cytotoxicity | Potency, µM (series often up to 46 µM), inactives show top-dose activity change, negative = cytotoxicity, usual class: inhibitors | A549 ARE-Fluc cells, CellTiter-Fluor viability, 18-24 h | 0.16% of 390,000 active; further: on the % scale 0 is the no-effect control and ±100 the full control effect
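A549 ARE-Fluc cells in 5% FBS OPTI-MEM, 5000 cells/well, rested 2 h then exposed to compounds in concentration-response for 18-24 h at 37 °C. Viability by CellTiter-Fluor fluorescence (Ex 405/Em 525) after 30 min; luciferase luminescence (BugLite, 15 min, RT) read afterwards.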
Nrf2 activator = qHTS of Nrf2 Activators; AREc32 ARE-luciferase reporter (MCF7-derived line), luminescence, 24 h; Potency, µM (highest dose often 46.1 µM), for inactives: top-dose activation, usual class: activators; 0.31% of 410,000 active; AID 624171, 2012; further: % of control where 0% means no effect; nearly all actives have a fitted effect of over 65% in size
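Reporter line AREc32 (ARE-Fluc), seeded overnight in OPTI-MEM with 5% FBS; compound pin-transferred, 24 hr at 37 deg C, 5% CO2; luminescent read-out.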
The depositor's hits bear a star; i = inactive; ? = inconclusive; . = not tested or not shown; [ ] = another dose, or the depositor's remark. The call rests on the fitted dose curve; in most records, active means well fitted curve in the direction sought with a large enough effect; inconclusive means small, poorly fitted or top-dose-only effect, or another doubt; inactive means no such curve, though single readings can be large; an effect the other way counts as inactive or inconclusive. Potency means the concentration at half of the fitted maximal effect.

no.	SMILES	TGFb SMAD3 inh	EPAC2 antagonist	MCF10A rerep	Nrf2 activator	HepG2 viability
1	O=C(Nc1ccnn1C1CCN(Cc2ccc(F)cc2)CC1)C1CC1	-19%	5%	1%	0.0%	-5%
2	O=C(NCC1OCCc2ccccc21)c1ccc(NC(=O)c2ccc(Cl)cc2Cl)cc1 (configuration not stated)	-7%	9%	?	-0.6%	-3%
3	CCC(=O)C1=C(c2ccc(F)cc2)N(C(=O)CC)n2c(nnc2-c2ccc(OC)cc2)S1	4%	.	.	0.5%	8%
4	Cc1[nH]c2ccccc2c1C(=O)COc1ccccc1F	8%	-22%	-1%	4.8%	-46%
5	COc1cccc(C2C(C#N)=C(N)N(N(C)C)C3=C2C(=O)CC(C)(C)C3)c1OC (configuration not stated)	0%	2%	-1%	0.3%	4%
6	CCOC(=O)Cc1csc(NC(=O)/C=C/c2ccc(Cl)cc2)n1	-21%	2%	?	1.6%	-12%
7	Cc1cc(NC(=O)CN2CCCCC2)no1	2%	3%	-10%	-0.6%	1%
8	COc1cc(C(C#N)N2CCOCC2)ccc1O (configuration not stated)	0%	14%	2%	-0.3%	17%
9	CCOC(=O)c1cc(NC(=O)NCc2ccco2)c(C)nc1C	4%	6%	14%	6.9%	3%
10	CC1CCN(C(=O)CN(c2ccc(Oc3ccccc3)cc2)S(C)(=O)=O)CC1	-15%	-3%	6%	0.2%	-15%

no.	Nrf2 block	A549 tox	ATXN2 expr inh	ATXN viability
1	-1%	3%	4%	i
2	-27%	-9%	-11%	?
3	.	8%	9%	i
4	?	4%	24%	i
5	-10%	-3%	7%	i
6	?	-10%	-29%	i
7	3%	4%	-4%	i
8	1%	.	4%	i
9	21%	3%	0%	i
10	?	-7%	-8%	?

Next entries
no.	SMILES	TGFb SMAD3 inh	EPAC2 antagonist	MCF10A rerep	Nrf2 activator	HepG2 viability
11	Cc1ccc(N2CC(C(=O)OCC(=O)Nc3ccc(Cl)cc3)CC2=O)cc1 (configuration not stated)	2%	1%	17%	2.5%	10%
12	CC(=O)COc1ccc2oc(=O)cc(-c3cc4ccccc4o3)c2c1	-2%	-6%	?	3.1%	-13%
13	CCOC(=O)c1c(NC(=O)C(C)Oc2ccccc2F)sc(C(C)=O)c1C (configuration not stated)	-3%	.	.	2.9%	-2%
14	CCCCn1c(=O)c(CCC(=O)OCC(=O)NCc2ccc(OC)c(OC)c2)nc2ccccc21	-2%	-1%	-5%	-0.6%	-19%
15	COc1ccc(Cl)cc1C(=O)NCC(=O)OCc1ccccc1	5%	1%	-3%	2.2%	4%
16	Cc1ccc(Cn2c(O)c(N=O)c3ccccc32)cc1	-23%	-23%	0%	0.4%	-35%
17	O=C(CN1C(=O)NC2(CCCCC2)C1=O)Nc1ccccc1N1CCCC1	2%	5%	-2%	-0.2%	-22%
18	O=C(NC1CCCC1)C1CCN(c2nccs2)CC1	-9%	10%	-1%	0.0%	0%
19	COC(=O)c1cc(NS(=O)(=O)c2ccc(NCc3cccnc3)c(N)c2)cc(C(=O)OC)c1	-9%	8%	2%	0.0%[9.22 µM]	-4%
20	CC(Sc1nnc(C2CC2)n1C)C(=O)Nc1ccc2c(c1)CCC2 (configuration not stated)	1%	0%	11%	2.9%	0%

no.	Nrf2 block	A549 tox	ATXN2 expr inh	ATXN viability
11	13%	0%	-10%	i
12	9%	0%	-18%	i
13	-7%	0%	4%	i
14	-3%	-4%	-2%[11.3 µM]	i
15	1%	-4%	6%	i
16	14%	-1%	2%	?
17	-9%	-4%	-2%	i
18	.	9%	-21%	i
19	-5%	5%	14%	i
20	12%	2%	4%	i

Remaining list, next part
no.	SMILES	TGFb SMAD3 inh	EPAC2 antagonist	MCF10A rerep	Nrf2 activator	HepG2 viability
21	COc1ccc2cc3cc(C(=O)Nc4ccccc4N4CCN(C)CC4)oc3nc2c1	-9%	-3%	?	3.9%	10µM*
22	CCN(CC)CCNC(=O)C1c2cc(OC)c(OC)cc2C(=O)N2CCc3ccccc3C12 (configuration not stated)	-6%	1%	2%	-0.6%	-3%
23	COc1ccccc1-c1nnc(SCC(=O)Nc2c(Cl)cccc2Cl)o1	25%	-3%	7%	0.0%	-13%
24	COc1cccc(C(c2nnnn2CCc2ccccc2)N2CCN(c3ccccc3)CC2)c1OC (configuration not stated)	-9%	-2%	0%[9.22 µM]	-0.6%	-33%
25	C=C(C)CNC(=S)NNC(=O)c1ccco1	?	1%	16µM*	-0.6%	-53%
26	CC1=C(C(=O)OC(C)C)C(c2ccc(Br)s2)NC(=O)N1 (configuration not stated)	-2%	25%	?	-0.6%	1%
27	NC(=O)COC(=O)c1cc(Cl)cc(Cl)c1N	4%	-5%	2%	-0.3%	-5%
28	O=C(NC1CCCCC1)c1ccc(-n2cncn2)c([N+](=O)[O-])c1	?	0%	-1%	-0.1%	2%
29	CC(=C/c1ccco1)/C=N/N1CCN(c2ccccc2)CC1	-23%	1%	1%	-0.7%	-8%
30	COc1cc2c(cc1N/C=C(\C#N)c1nc(-c3ccc(F)cc3)cs1)oc1ccccc12	1%	1%	?	-1.7%	-5%

no.	Nrf2 block	A549 tox	ATXN2 expr inh	ATXN viability
21	-17%	-8%	?	.
22	-7%	2%	-10%	i
23	-11%	-4%	9%	i
24	?	-4%	-11%	i
25	?	-2%	-1%	i
26	-18%	12%	-9%	i
27	0%	-2%	0%	i
28	15%	-14%	1%	i
29	5%	-12%	.	.
30	0%	1%	7%	i

(further entries)
no.	SMILES	TGFb SMAD3 inh	EPAC2 antagonist	MCF10A rerep	Nrf2 activator	HepG2 viability
31	Cc1cccc(OCC(=O)Nc2ccc3c(c2)OCO3)c1C	3%	-5%	11%	-0.2%	-9%
32	CN(Cc1cccs1)C(=O)CNC(=O)c1ccco1	4%	7%	7%	-0.2%	3%
33	CC1(C)CC(=O)C=C(Nc2cccc(Cl)c2Cl)C1	-19%	-4%	0%	-0.8%	5%
34	Cc1cccc(C)c1OCc1cc(C(=O)N2CCN(c3ccccc3)CC2C)no1 (configuration not stated)	?	15%	3%	1.3%	-7%
35	COc1ccc(-c2cc(C)nc3nc(N)nn23)cc1	3%	5%	2%	4.1%	22%
36	COc1ccc(OCc2cc(C(=O)NCc3nc(C)cs3)no2)c(Cl)c1	3%	12%	-2%	2.9%	8%
37	Nc1nc(Nc2ccccc2)nc(N2CCOCC2)c1[N+](=O)[O-]	2%	-16%	3%	5.0%	23%
38	Cc1ccc(S(=O)(=O)N(C)c2ccc3c(ncn3C)c2[N+](=O)[O-])cc1	13%	11%	1%	0.0%	-37%
39	CCOc1ccc(Nc2n[nH]c(=S)s2)cc1	2%	-3%	-2%	3.8%	-17%
40	O=C(NC1CC2CCC1C2)c1ccc(CN2CCOCC2)cc1 (configuration not stated)	8%	5%	8%	0.2%	-21%

no.	Nrf2 block	A549 tox	ATXN2 expr inh	ATXN viability
31	-9%	-5%	9%	i
32	12%	3%	15%	i
33	-21%	12%	.	i
34	?	?	-7%	i
35	-2%	-1%	23%	i
36	29%	2%	32%[activator]	i
37	9%	1%	2%	i
38	-26%	-11%	2%	i
39	14%	0%	44%[activator]	i
40	?	-1%	27%	i

Shown as a markdown table: entries from further up
| # | molecule | TGFb SMAD3 inh | EPAC2 antagonist | MCF10A rerep | Nrf2 activator | HepG2 viability | Nrf2 block | A549 tox | ATXN2 expr inh | ATXN viability |
| --- | --- | --- | --- | --- | --- | --- | --- | --- | --- | --- |
| 31 | Cc1cccc(OCC(=O)Nc2ccc3c(c2)OCO3)c1C | 3% | -5% | 11% | -0.2% | -9% | -9% | -5% | 9% | i |
| 36 | COc1ccc(OCc2cc(C(=O)NCc3nc(C)cs3)no2)c(Cl)c1 | 3% | 12% | -2% | 2.9% | 8% | 29% | 2% | 32%[activator] | i |
| 32 | CN(Cc1cccs1)C(=O)CNC(=O)c1ccco1 | 4% | 7% | 7% | -0.2% | 3% | 12% | 3% | 15% | i |
| 35 | COc1ccc(-c2cc(C)nc3nc(N)nn23)cc1 | 3% | 5% | 2% | 4.1% | 22% | -2% | -1% | 23% | i |
| 33 | CC1(C)CC(=O)C=C(Nc2cccc(Cl)c2Cl)C1 | -19% | -4% | 0% | -0.8% | 5% | -21% | 12% | . | i |

Continuation.
no.	SMILES	TGFb SMAD3 inh	EPAC2 antagonist	MCF10A rerep	Nrf2 activator	HepG2 viability
41	CC(NC(=O)c1ccccc1)c1nnc(SCc2nc3ccccc3c(=O)[nH]2)n1C (configuration not stated)	2%	-8%	-25%	-0.3%	-5%
42	O=C(CCC(=O)OCCOc1ccccc1)OCCOc1ccccc1	9%	-10%	.	-0.3%	-10%
43	Cc1cc(/C=N\NC(=O)COc2cccc3cccnc23)c(C)n1-c1ccccc1	?	1%	26%	-0.5%	-26%
44	CCN(CC)CCCC(C)NC(=O)c1ccc(C(F)(F)F)cc1 (configuration not stated)	-8%	-6%	14%	-0.5%	6%
45	CCc1nnc(NC(=O)CCn2cnc3ccccc3c2=O)s1	8%	2%	0%	2.7%	-11%
46	CC(C)N1CCN(Cc2cc3ccccc3[nH]2)CC1CCO (configuration not stated)	6%	17%	12%	2.8%	-2%
47	Cc1ccc(S(=O)(=O)CNC(=S)c2cccc(C)c2)cc1	?	3%	-27%	0.3%	4%
48	CC(=O)Nc1ccc(C=NNc2nnc(NN=Cc3ccc(NC(C)=O)cc3)c3ccccc23)cc1	-11%	-18%	?	3.2%	-19%

no.	Nrf2 block	A549 tox	ATXN2 expr inh	ATXN viability
41	6%	-10%	19%	i
42	.	.	-8%	i
43	16%	0%	4%	i
44	-5%	0%	.	i
45	-16%	5%	0%	i
46	9%	2%	5%	i
47	.	-2%	-13%	i
48	18µM*	-6%	-24%	i

Single values from the entries so far:
Entry for entry 5 under MCF10A rerep: -1%
Entry for entry 33 under HepG2 viability: 5%

Only part of the results is shown, so the mix of outcomes need not match the whole.
